DT40 TDP1 no CPT: qHTS for Inhibitors of human tyrosyl-DNA phosphodiesterase 1 (TDP1): qHTS in cells in absence of CPT; AID 686978, 2013; hit rate 15% among 420,000; Potency, µM (titrated, usually from 46.2 µM), for the others: at the highest dose activity change, negative = growth inhibition, actives largely listed as inhibitors; DT40 Tdp1-/- hTDP1 cells, no CPT, ATP luminescence, 48 h; note: nearly all actives have a fitted effect of over 55% in size
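Stably hTDP1-transfected Tdp1-null chicken DT40 cells were treated with library compounds minus camptothecin and grown for at least 48 hr at 37 °C, after which cellular ATP was quantified by luminescence.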
TDP1 inh: qHTS Assay for Inhibitors of Tyrosyl-DNA Phosphodiesterase (TDP1); recombinant TDP1, AlphaScreen DNA substrate cleavage; Potency, µM (doses to about 130 µM), for the others: at the highest dose activity change, negative = inhibition, most hits filed as inhibitors; hit rate 0.28% among 350,000; note: nearly all actives have a fitted effect of over 40% in size
Target sequence (Q9NUW8 whole entry, looked up): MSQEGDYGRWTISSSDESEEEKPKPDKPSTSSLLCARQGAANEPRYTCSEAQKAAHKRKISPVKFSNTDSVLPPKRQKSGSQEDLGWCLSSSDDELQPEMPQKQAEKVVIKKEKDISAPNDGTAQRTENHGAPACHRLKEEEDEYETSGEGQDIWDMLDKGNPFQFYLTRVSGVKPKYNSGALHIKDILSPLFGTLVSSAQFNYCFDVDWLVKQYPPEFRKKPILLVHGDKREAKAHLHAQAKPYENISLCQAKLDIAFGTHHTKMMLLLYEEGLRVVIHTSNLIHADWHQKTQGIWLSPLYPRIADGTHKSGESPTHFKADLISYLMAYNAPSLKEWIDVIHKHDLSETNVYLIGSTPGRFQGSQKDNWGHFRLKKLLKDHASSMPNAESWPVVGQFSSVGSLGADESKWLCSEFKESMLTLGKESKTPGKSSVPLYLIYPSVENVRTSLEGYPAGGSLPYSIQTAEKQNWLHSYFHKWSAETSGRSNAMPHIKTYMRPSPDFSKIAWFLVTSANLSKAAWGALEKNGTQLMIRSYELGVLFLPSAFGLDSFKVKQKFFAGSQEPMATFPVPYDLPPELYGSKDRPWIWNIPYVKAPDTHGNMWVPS
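Here, a 5' biotin and 3' phosphotyrosine-FITC DNA oligonucleotide reports Tdp1 activity: intact substrate bridges AlphaScreen beads, while cleavage leaves a 3' phosphate and drops signal. All incubations at room temperature.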
TDP1 cell CPT: qHTS for Inhibitors of human tyrosyl-DNA phosphodiesterase 1 (TDP1): qHTS in cells in presence of CPT; chicken DT40 Tdp1-/-;hTDP1 cells + 20 nM CPT, ATP luminescence, 48 h; Potency, µM (doses to about 46.2 µM), without a hit: at the top dose activity change, negative = growth inhibition, hits mostly inhibitors; hit rate 12% among 420,000; note: nearly all actives have a fitted effect of over 55% in size
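Chicken DT40 Tdp1-/- cells stably complemented with human TDP1 were seeded at 400 cells/well in medium containing 20 nM camptothecin, exposed to pin-transferred compounds, and grown at 37 °C for at least 48 hr. Viability was read as ATP luminescence.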
An asterisk follows results filed as active; ? = inconclusive; . = no result given; & = joins results of further samples; [ ] = dose if it differs, or a comment. Calls come from the whole dose curve; as a rule, active = well fitted curve in the direction sought with a large enough effect; inconclusive = small, poorly fitted or top-dose-only effect, or another doubt; inactive = no such curve, though single readings can be large; an effect the other way counts as inactive or inconclusive. % is set by controls: 0 for no effect and ±100 for the full control effect; potency is the fitted concentration of half-maximal effect. Hits appear at their usual frequency; about 18% have a hit in one of these screens.

SMILES | DT40 TDP1 no CPT | TDP1 inh | TDP1 cell CPT
COC(=O)c1ccccc1OCCCN(C)C | -28% | 0% | 3%
O=C(NCC1CCN(Cc2ccccc2F)CC1)Nc1cc(F)ccc1F | 16% | . | -22%
Cc1ccc(N(C(=O)c2cccc(C)c2)S(=O)(=O)c2ccc(Cl)cc2)cc1 | ? | 4%[12.3 µM] | ?
Cc1nn2c(=O)cc(COc3ccc(/C=C(\C#N)C(=O)Nc4ccc(F)cc4)cc3)nc2s1 | 4% | -12% | -13%
CC(=O)C1=CCC(c2ccccc2)N(Cc2ccccc2)C1 (stereo not given) | 15µM* | . | ?
CCC(=O)Nc1nnc(S(=O)(=O)N2CCCc3ccccc32)s1 | -17% | . | -16%
Cc1ccccc1-c1nnc(SCc2ccccc2F)o1 | 0% | -8% | -17%
CCN(CC)CCn1c(=S)[nH]c2cc(C(=O)NCc3ccc(C)cc3)ccc2c1=O | -3% | 0% | -6%
Cc1cc(C(=O)N2CCCC(C(=O)c3cccc4ccccc34)C2)nc(C)n1 (stereo not given) | ? | . | ?
CCCCn1c(=NC(=O)c2cc3ccccc3o2)c(C(=O)OCC)cc2c(=O)n3ccccc3nc21 | -1% | 6% | -19%
O=C(N/N=C/c1ccoc1)c1ccc(Cl)cc1 | 1% | 3% | -7%
Cc1ccc(SCC(=O)OCC(=O)NC2CCCCCCC2)cc1 | 1% | . | 10%
CC(C)OP(=O)(OC(C)C)C(Nc1ccccn1)c1ccc(F)cc1 (stereo not given) | ? | 8% | -27%
CCOC(=O)C1=C(COC(=O)/C=C/c2ccc(C)o2)NC(=O)NC1C (stereo not given) | -22% | 2% | ?
Cc1ccc(OCc2nc(-c3ccc(Cl)cc3)n[nH]2)cc1 | -30% | 7% | -21%
CCCN1CCC(CCOc2ccccc2)(C(=O)OCC)CC1 | 1% | . | -6%
O=C(Cc1ccc(F)cc1)NC1CC(=O)N(c2ccc3c(c2)OCCO3)C1 (stereo not given) | ? | 3% | -20%
COc1ccc(Cn2nnnc2C(C(C)C)N2CCN(c3ccccc3OC)CC2)cc1 (stereo not given) | 23µM* | 0% | 29µM*
O=C(CCS(=O)(=O)c1ccc(Br)cc1)N1CCN(Cc2ccccc2)CC1 | ? | 9% | -30%
CCOC(=O)c1oc2c(c1C)-c1nn(Cc3cccc(Cl)c3)cc1CC2 | -25% | 3% | ?
COc1cc(NC(=O)c2ccco2)ccc1NC(=O)C(C)C | 0% | 7% | -11%
CSc1ncccc1C(=O)OCC(=O)N(CC(C)C)c1c(N)n(Cc2ccccc2)c(=O)[nH]c1=O | 5% | 2% | 16%
CC(C)Oc1ccc(C(=O)Nc2ccc([N+](=O)[O-])cc2)cc1 | -25% | -5% | ?
COc1ccc2oc(-c3ccccc3)c(OC)c(=O)c2c1 | ? | 15% | ?
CCN(C(=O)c1cn(C)c(=O)c2cc(OC)c(OC)cc12)c1ccccc1C | -11% | 3% | 8%

Following part
SMILES | DT40 TDP1 no CPT | TDP1 inh | TDP1 cell CPT
COc1ccc(NC(=O)CCNC(=O)Cn2cnc3sc4c(c3c2=O)CCCC4)cc1OC | -4% | 0% | -6%
CCNC(=S)NC1CC2CCCC(C1)N2CCc1ccccc1 (stereo not given) | 0% | 4% | -2%
Cc1ccc(NC(=O)c2sc3ncn(CC(=O)N4CCN(c5ccccn5)CC4)c(=O)c3c2C)cc1F | -17% | 4% | ?
Cc1ccc(-c2n[nH]c(=O)c3ccccc23)cc1S(=O)(=O)Nc1ccc(F)cc1 | ? | 3% | ?
CCN(CC(=O)NCc1ccc(Cl)cc1)C(=O)COc1cccc(Cl)c1 | -26% | 1% | -18%
O=C(CCN1C(=O)S/C(=C\C=C\c2ccccc2)C1=O)Nc1ccc(O)cc1 | ? | 0% | -18%
CCOC(=O)/C=C1\SCC(=O)N1CC(=O)Nc1ccc2c(c1)CCC2 | 0% | 1% | -9%
Cc1cccc(-c2nc3c(cnn3-c3ccccc3)c(=O)n2-c2ccc(Br)cc2)c1 | 18µM* | -1%[12.3 µM] | ?
Cc1cccc(NC2=C/C(=N/S(=O)(=O)c3cccs3)c3ccccc3C2=O)c1 | 3.3µM* | 3% | 3.7µM*
CON(C)S(=O)(=O)c1cccc(C(=O)Oc2ccc(N(C)S(=O)(=O)c3ccccc3)cc2)c1 | -7% | -10% | -8%
Cc1ccc(S(=O)(=O)N2CCCOC2CNC(=O)C(=O)NC2CCCC2)cc1 (stereo not given) | -2% | 2% | -4%
COC(=O)C[C@H](NC(=O)Cn1cc(C)c(=O)[nH]c1=O)C(=O)OC | -13% | . | 0%
O=C1NCC(O)=C1C=Nc1ccccc1O | ? | 8% | ?
O=C(NCCCn1ccnc1)c1nc(Cn2cc(Br)cn2)no1 | 13% | 3% | -4%
CCCCN(CCCC)CCNC(=O)Cn1nc(CC)n2c(cc3sccc32)c1=O | ? | 3% | ?
CCOC(=O)CSc1nc2sc3c(c2c(=O)n1-c1ccc(OCC)cc1)CCN(C)C3 | 23µM* | . | ?
Cn1c(N)c(C(=O)Nc2ccc(-c3ccccc3)cc2)sc1=S | 21µM* | 1% | 23µM*
CCN(CCCNC(=O)CCc1nc(-c2ccc(OC)cc2)no1)c1cccc(C)c1 | -76% | 6% | ?
O=C(NCCN1CCOCC1)c1cc(-c2ccccc2)nc2ccccc12 | ? | . | -17%
COc1cc(OC)cc(C(=O)NC(=S)NNC(=O)c2cnccn2)c1 | 5.2µM* | -3% | 5.8µM*
Cc1sc2ncnc(SCC(=O)NC3CC3)c2c1C | 3% | -2% | -9%
CCn1c(C)c(C)c2cc(C(=O)N3CCCC3)ccc21 | 15% | 5% | -10%
Nc1ccc(-c2c3ccccc3nc3ccccc23)cc1 | -27% | . | -8%
CCNC(=S)NNC(=O)c1cccc(Br)c1 | ? | 3% | ?
CC(=O)c1cccc(NC(=O)C(C)OC(=O)CCn2c(C)csc2=O)c1 (stereo not given) | 4% | 0% | 6%

Entries from the list above that have a Cl atom (5):
SMILES | DT40 TDP1 no CPT | TDP1 inh | TDP1 cell CPT
Cc1ccc(N(C(=O)c2cccc(C)c2)S(=O)(=O)c2ccc(Cl)cc2)cc1 | ? | 4%[12.3 µM] | ?
O=C(N/N=C/c1ccoc1)c1ccc(Cl)cc1 | 1% | 3% | -7%
Cc1ccc(OCc2nc(-c3ccc(Cl)cc3)n[nH]2)cc1 | -30% | 7% | -21%
CCOC(=O)c1oc2c(c1C)-c1nn(Cc3cccc(Cl)c3)cc1CC2 | -25% | 3% | ?
CCN(CC(=O)NCc1ccc(Cl)cc1)C(=O)COc1cccc(Cl)c1 | -26% | 1% | -18%

The results go on:
SMILES | DT40 TDP1 no CPT | TDP1 inh | TDP1 cell CPT
CCc1sc(C(=O)NC)cc1Br | 35%[activator] | 2% | 4%
CCOc1ccc(N2CC(C(=O)Nc3ccccn3)CC2=O)cc1 (stereo not given) | -1% | 5% | -25%
NC(=O)c1cc(S(=O)(=O)NCc2cccc(Br)c2)cs1 | ? | 3%&0% | -12%&-27%
COc1cc(/C(C)=N/N2CCN(Cc3ccc(C)cc3)CC2)ccc1O | ? | . | -15%
COc1ccccc1N1C(=O)C2C(C(=O)c3ccccc3)=NN(c3ccc(C)cc3)C2C1=O (stereo not given) | ? | -4% | 3%
COc1ccc(NC(=O)NCCc2cccc(Cl)c2)cc1OC | -7% | 2% | -17%
CCCOC(=O)C1NC(=O)N2C(C(=O)OCCC)C(C)(C)S[C@H]12 (stereo not given in full) | -2%&5% | . | 3%&0%
Cc1c(NC(=O)C(C)OC(=O)C(NC(=O)c2ccco2)C(C)C)c(=O)n(-c2ccccc2)n1C (stereo not given) | -9% | 9% | 3%
COc1cccc(Nc2nc(C(N)COCc3ccccc3)cs2)n1 (stereo not given) | ? | . | ?
O=C(CSCc1ccccc1Cl)Nc1ccc2c(c1)OCCO2 | -14% | 3% | 0%
O=C(NCCC(=O)N1CCOCCOCCOCCOCC1)OCc1ccccc1 | 11% | 7% | 12%
CCOc1cc2[nH]c(=S)n(CCC(=O)NCc3ccc(OC)cc3)c(=O)c2cc1OCC | -7% | 4% | -22%
COc1ccc(C(=O)NC(=S)Nc2cccc(Cl)c2N2CCOCC2)cc1[N+](=O)[O-] | ? | 0% | ?
COc1ccc(NC(=O)Cn2c(=O)n(-c3ccc(C)c(C)c3)c(=O)c3c4c(sc32)CCCCC4)cc1Cl | -1% | -3% | 4%
Cc1nn(CCOc2ccccc2)c(=O)n1-c1ccccc1F | 3% | -2% | -4%
CC(OC(=O)c1cccs1)C(=O)NCc1cccs1 (stereo not given) | -11% | 2% | 5%
Cc1ccc(C)c(S(=O)(=O)N2CCN(C(=O)Cc3ccccc3)CC2)c1 | ? | 3% | -10%
COc1ccc(C(=O)NC2=NCCS2)cc1 | -1% | . | 1%
C=CCNC(=O)CSc1cc([N+](=O)[O-])cc(S(=O)(=O)Cc2ccccc2)c1 | -14% | 5% | -24%
CCN1CCCC1CNCC(O)COc1ccc(C(C)(C)C)cc1C (stereo not given) | 5.8µM* | ? | 6.5µM*
NS(=O)(=O)c1cccc(NC(=O)CSc2nnc(C3CC3)n2Cc2ccccc2)c1 | -10% | 4% | -22%
COCCCn1c(SCC(=O)Nc2ccc(C(C)=O)cc2)nc2ccccc2c1=O | 21µM* | 7% | ?
COc1ccc(C(=O)CCC(=O)NCc2cc(OC)cc(OC)c2)cc1 | 21% | 4% | -18%
CCOC(=O)c1sc2nc(C)nc(SC(C)C(=O)NC3CC3)c2c1C (stereo not given) | -24% | 0% | -19%
CCOC(=O)N1CC=C2C(C#N)=C(N)C(C#N)(C#N)[C@H](c3ccccc3OCC)[C@H]2C1 | ? | -7% | ?

Additional entries follow.
SMILES | DT40 TDP1 no CPT | TDP1 inh | TDP1 cell CPT
C=CCOCC(O)Cn1c(N2CCCC2)nc2c1c(=O)n(C)c(=O)n2C (stereo not given) | -3% | . | -4%
O=C(CCN1C(=O)/C(=C/c2ccccc2)SC1=S)N[C@@H](CO)Cc1ccccc1 | 10µM* | 5% | 18µM*
COCCCn1c(=O)c2sccc2n2c(CCCC(=O)NCc3ccc(OC)cc3)nnc12 | 18% | 4% | 5%
COc1ccc(C2=CCC3CCCCN3C2)cc1OC (stereo not given) | -22% | 0% | -23%
CCSc1nc(-c2cccnc2)ccc1C#N | -30% | 3% | -28%
Cc1c(S(=O)(=O)NCCc2ccccc2)c(=O)n(C)c(=O)n1C | -5% | -2% | 3%
NC(Cc1ccc(Cl)cc1)c1csc(Nc2ccc(C(F)(F)F)cn2)n1 (stereo not given) | 9.2µM* | . | 9.2µM*
Cc1ccc(CN2c3ccccc3S(=O)(=O)c3ccccc32)cc1 | ? | 3% | 26µM*
CCCSc1ncc(Cl)c(C(=O)Nc2ccc(S(=O)(=O)N3CCCCC3C)cc2)n1 (stereo not given) | 8.2µM* | 4% | ?
COc1ccc(N(CC(=O)NN=C2CCCC2)S(=O)(=O)c2ccccc2)cc1Cl | -13% | 5% | 18%
CC(=O)c1cn(CCOc2ccccc2C)c2ccccc12 | 5.8µM* | . | 8.2µM*
O=C(O)c1ccc(Oc2c(C(F)(F)F)oc3cc(O)ccc3c2=O)cc1 | -20% | 2% | -10%
Cc1cccc(-c2nc(C#N)c(N3CCCCC3)o2)c1 | -3% | . | -11%
O=C(CNC1CCCCCC1)Nc1ccccc1N1CCCCC1 | 21µM* | 2% | ?
CCn1cc(S(=O)(=O)c2cccc(Cl)c2)c(=O)c2cc(F)c(N3CCN(c4ccccc4)CC3)cc21 | -18% | -4% | -5%
COc1cc(OC)cc(C(=O)N[C@H](C(=O)Nc2nnc(C3CC3)s2)C(C)C)c1 | 4% | 5% | -10%
CCOC(=O)[C@@H]1[C@H]2COc3cc(OC)ccc3[C@H]2N2C(=O)N(c3ccc(Cl)cc3)C(=O)[C@]12C | ? | 1% | ?
CCCn1c(SCC(=O)Nc2c(CC)cccc2CC)nnc1C(C)C | -11% | 7% | -1%
Cc1noc(C)c1S(=O)(=O)Nc1ccc2c(c1)C(=O)N([C@H](C)CO)C[C@H](C)[C@H](CN(C)S(=O)(=O)c1ccc(Cl)cc1)OCCCC[C@@H](C)O2 | ? | . | ?
Cc1ncc2c(c1CNC(=O)c1ccc3c(c1)OCO3)CCN(C(=O)/C=C/c1ccccc1Cl)C2 | -8% | . | -2%[9.04 µM]

4 entries from above, as tab-separated lines.
Molecule	DT40 TDP1 no CPT	TDP1 inh	TDP1 cell CPT
Cc1ccc(CN2c3ccccc3S(=O)(=O)c3ccccc32)cc1	?	3%	26µM*
CCCSc1ncc(Cl)c(C(=O)Nc2ccc(S(=O)(=O)N3CCCCC3C)cc2)n1 (stereo not given)	8.2µM*	4%	?
COc1ccc(N(CC(=O)NN=C2CCCC2)S(=O)(=O)c2ccccc2)cc1Cl	-13%	5%	18%
CC(=O)c1cn(CCOc2ccccc2C)c2ccccc12	5.8µM*	.	8.2µM*

Assay outcomes (PubChem)
